# VLA-4 allo ag – enhancers of LDV-FITC binding to VLA-4 integrin, primary screen, Jurkat cells, flow cytometry | 24,000 tested, under 10 active | Integrin alpha-4 (Homo sapiens), P13612 | activation, % at 10 µM (by protocol);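 active = fluorescent ligand binding to cells raised by more than 40% of the manganese-induced maximum; inconclusive = compound's own fluorescence above 85% of the ligand control signal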;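 note: 0% = ligand binding without compound and 100% = manganese-stimulated maximal binding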
# Target sequence (P13612 whole entry, looked up): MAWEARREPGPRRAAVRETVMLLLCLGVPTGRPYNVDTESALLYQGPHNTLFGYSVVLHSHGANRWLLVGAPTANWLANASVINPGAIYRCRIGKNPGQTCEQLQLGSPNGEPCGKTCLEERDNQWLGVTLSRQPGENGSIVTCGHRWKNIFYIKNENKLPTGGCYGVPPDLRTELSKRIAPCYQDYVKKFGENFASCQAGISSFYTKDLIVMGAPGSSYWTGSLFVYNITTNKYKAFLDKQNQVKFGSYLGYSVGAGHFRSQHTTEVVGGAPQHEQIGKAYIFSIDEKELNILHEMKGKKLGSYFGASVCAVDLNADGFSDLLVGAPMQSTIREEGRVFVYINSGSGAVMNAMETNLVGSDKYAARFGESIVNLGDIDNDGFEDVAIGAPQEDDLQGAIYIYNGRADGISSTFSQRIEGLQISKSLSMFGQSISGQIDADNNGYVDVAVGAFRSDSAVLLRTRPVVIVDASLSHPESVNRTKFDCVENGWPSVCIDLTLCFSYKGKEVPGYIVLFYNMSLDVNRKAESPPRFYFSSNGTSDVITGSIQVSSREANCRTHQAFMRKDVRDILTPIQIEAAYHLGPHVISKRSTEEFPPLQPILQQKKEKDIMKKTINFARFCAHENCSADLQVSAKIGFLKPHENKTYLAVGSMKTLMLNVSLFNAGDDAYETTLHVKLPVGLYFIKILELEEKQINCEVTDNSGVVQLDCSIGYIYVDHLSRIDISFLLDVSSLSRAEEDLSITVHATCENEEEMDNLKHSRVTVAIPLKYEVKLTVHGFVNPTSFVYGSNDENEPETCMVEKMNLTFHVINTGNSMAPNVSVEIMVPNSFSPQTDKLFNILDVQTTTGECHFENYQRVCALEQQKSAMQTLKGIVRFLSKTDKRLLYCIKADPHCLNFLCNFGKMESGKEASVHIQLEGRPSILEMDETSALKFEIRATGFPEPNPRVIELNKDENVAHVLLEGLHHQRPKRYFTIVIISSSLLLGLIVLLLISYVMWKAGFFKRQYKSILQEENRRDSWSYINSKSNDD
# VLA-4 antagonist – inhibitors of LDV-FITC binding to Mn2+-activated VLA-4, primary screen, Jurkat cells. AID 529, 2006. Integrin alpha-4 (Homo sapiens), P13612. LDV-FITC binding with Mn2+, flow cytometry; 100% = Mn2+-driven binding gain fully reversed. inhibition, % at 10 µM (by protocol). actives 0.2% (n = 24,000);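 active = inhibition above 50%; inconclusive = compound itself fluorescent, judged against control cell fluorescence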;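 note: 0% = Mn2+ stimulated cells lacking compound and 100% = ligand binding without Mn2+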
# LNCaP diff act – activators of LNCaP prostate cell differentiation, primary screen, flow cytometry side scatter; actives 0.56% (n = 24,000); 4 d; AID 795, 2007; side scatter shift, % at 10 µM;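 active = side scatter shift above 30%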;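 note: androgen-responsive LNCaP prostate cancer cells in charcoal-stripped serum medium; percent of cells past a gate set so DMSO wells show 10% shift; higher shift means more granular cells and more differentiation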
# Jurkat autofluor – compound autofluorescence on Jurkat cells, primary screen, artefact control for VLA-4 allosteric ligand project, cell-based, flow cytometry | stronger effect = higher value; 1 = vehicle-only cell background | fluorescence ratio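 (tested at 10 µM compound in the well)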 | actives 0.61% (n = 24,000) | AID 576, 2007;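 active = fluorescence ratio above 2.44, which is 1 plus 3 SD of all ratios; inconclusive = signal too bright to measure linearly, ratio around 10 or more; inactive = fluorescence ratio below 2.44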;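 note: green fluorescence of cells measured with 488 nm excitation and 530 nm emission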
# * = called active by the depositor; ? = inconclusive; nt = no result given.
SMILES,VLA-4 allo ag,VLA-4 antagonist,LNCaP diff act,Jurkat autofluor
c1cncc(-c2nnc(SCc3cccc4ccccc34)o2)c1,-6,17,3,1
Nc1ccc(-n2nncc2-c2ccco2)cc1,4,36,2,1
CCC(Sc1nc2sc(C(=O)OC)c(C)c2c(=O)n1N)C(=O)NCC1CCCO1 (stereo not drawn),-2,-2,7,1.1
Cc1ccc(-n2c3c(cc(C(=O)NCCCN4CCOCC4)c2=O)C(=O)CC(C)(C)C3)cc1,4,-2,5,0.99
O=C(Cn1c(=O)oc2cc(S(=O)(=O)N3CCCC3)ccc21)Nc1ccc(C(F)(F)F)cc1,0,8,7,1.1
CCOC(=O)CSc1nc2c(cnn2-c2ccc(C)cc2)c(=O)[nH]1,?,?,5,1.1
Cc1ccc(Cn2ncn3c(cc4ccccc43)c2=O)cc1,-5,2,7,1
C=CCSc1nnc(-c2cc(Br)ccc2N)c(=O)[nH]1,?,?,4,0.82
CCOC(=O)C(NC(=O)C1CCCN1C(=O)OCc1ccccc1)C(=O)OCC (stereo not drawn),3,-7,11,1
COc1ccc(-n2nnc3c(SCC(=O)N4CCN(c5ccccc5)CC4)ncnc32)cc1,-4,13,2,1.1
CC(=O)NCC12CC3CC(C1)CC(C(=O)O)(C3)C2,0,4,8,1.1
Cn1c(=O)c2c(nc(NCc3ccco3)n2C/C=C/c2ccccc2)n(C)c1=O,0,-16,7,1
O=C(Cn1cc2c(n1)CCCC2)N1CCCC1,2,-3,2,1
Cc1cc(=O)oc(C)c1C(=O)N1CCc2c([nH]c3ccccc23)C1C(C)C (stereo not drawn),-4,-5,7,1.2
O=C(NCCSCc1ccccc1)c1cc(S(=O)(=O)N2CCOCC2)ccc1F,-5,14,4,1.1
CCOC(=O)CSc1nnc(NC(=O)c2cccc(S(=O)(=O)N3CCCCC3)c2)s1,0,-2,3,1
N#CCc1nc(CSc2nc3ccccc3s2)cs1,14,-22,8,1
CCOC(=O)Cn1c(=O)oc2cc(S(=O)(=O)N3CCCc4ccccc43)ccc21,-12,21,4,1.2
OC(c1ccccn1)c1c[nH]c2ccccc12 (stereo not drawn),-1,-3,8,1
C=CCn1c(SCC(=O)Nc2ccc(C(=O)OCC)cc2)nnc1-c1cccs1,6,-42,25,1

# Some of the entries so far, with two lines to a compound.
# The line under a structure holds: VLA-4 allo ag	VLA-4 antagonist	LNCaP diff act	Jurkat autofluor
C=CCn1c(SCC(=O)Nc2ccc(C(=O)OCC)cc2)nnc1-c1cccs1
→ 6	-42	25	1
N#CCc1nc(CSc2nc3ccccc3s2)cs1
→ 14	-22	8	1
Cn1c(=O)c2c(nc(NCc3ccco3)n2C/C=C/c2ccccc2)n(C)c1=O
→ 0	-16	7	1
CCOC(=O)CSc1nnc(NC(=O)c2cccc(S(=O)(=O)N3CCCCC3)c2)s1
→ 0	-2	3	1

# Further structures.
SMILES,VLA-4 allo ag,VLA-4 antagonist,LNCaP diff act,Jurkat autofluor
CN(C)C(=O)CSc1nnc2sc3ccccc3n12,-2,8,7,1
COC(=O)c1ccc(Cn2cnc3c(cnn3-c3ccc(Cl)cc3)c2=O)o1,-20,-3,14,1.1
Cc1ccccc1CS(=O)(=O)CCC(=O)NCCN1CCN(c2cccc(Cl)c2)CC1,-5,-10,7,1.1
CCOc1ccc(C(c2nnnn2Cc2ccccc2)N2CCN(C(=O)c3ccco3)CC2)cc1 (stereo not drawn),?,?,17,1.1
CSc1cccc(NC(=O)C2CCCN(S(=O)(=O)c3cnc[nH]3)C2)c1 (stereo not drawn),-5,7,6,1
Clc1ccc(C2CC(c3cccs3)n3ncnc3N2)cc1Cl (stereo not drawn),-3,16,4,1
Cc1ccccc1-n1c(=O)cc(NCc2ccc3c(c2)OCO3)[nH]c1=O,1,1,5,1.1
Fc1ccc(-c2cnc[nH]2)cc1,-2,8,21,1.1
Cc1cc(C)nc(/N=C2\NC(=O)CC(C(=O)O)N2c2ccc(Cl)cc2)n1 (stereo not drawn),4,-12,6,1
Cc1ccc(C)c(N2CCN(S(=O)(=O)c3c(C)noc3/C=C/N(C)C)CC2)c1,-3,?,5,1
CCOC(=O)Cn1c(CN2CCOCC2)nc2c1c(=O)[nH]c(=O)n2C,0,-7,3,0.97
CCn1nnnc1SCC(=O)N1c2ccccc2CCc2ccccc21,4,-12,18,1.1
CCOc1ccc(C(=O)Nc2c3c(nn2-c2ccc(C)cc2)CS(=O)C3)cc1OCC (stereo not drawn),-3,11,3,1.1
CCOC(=O)Cn1nc(-c2ccccc2)ccc1=O,2,0,2,1
CCOC(=O)C1CCN(S(=O)(=O)c2c(C)[nH]c(=O)[nH]c2=O)CC1,2,-18,16,1
COc1ccccc1CNC(=O)c1cc2c(s1)CS(=O)(=O)C2,1,-23,7,1.1
CCOC(=O)CN1CC23C=CC(O2)C(C(=O)Nc2ccc(F)cc2)C3C1=O (stereo not drawn),7,-44,17,1
O=C(NCCCN1CCc2ccccc2C1)C1CCN(S(=O)(=O)N2CCCC2)CC1,-1,-16,2,1
Cc1nc2ccc(S(=O)(=O)NCC(=O)O)cc2s1,9,5,7,1
Cc1nc(C)c2c(c1C(F)(F)F)-c1ccccc1C2(F)F,-6,-6,4,1.1

# Only Jurkat autofluor and LNCaP diff act (2 entries from above):
compound	Jurkat autofluor	LNCaP diff act
Cc1cc(C)nc(/N=C2\NC(=O)CC(C(=O)O)N2c2ccc(Cl)cc2)n1 (stereo not drawn)	1	6
Cc1nc(C)c2c(c1C(F)(F)F)-c1ccccc1C2(F)F	1.1	4

# Continuation:
SMILES,VLA-4 allo ag,VLA-4 antagonist,LNCaP diff act,Jurkat autofluor
CCCC(CCC)n1[nH]c(=O)c2c(C)cc(C)nc21,8,-24,16,1
CCS(=O)(=O)N1CCC(C(=O)NCCCN2CCN(c3ccccc3F)CC2)CC1,7,1,5,1
Cc1ccc(-n2c(Cc3cccn3C)nnc2SCC(=O)Nc2nnc(C)s2)cc1,0,-6,9,1.1
Cc1cc(=O)oc2c(CN3CCN(C)CC3)c(O)c(Cl)cc12,2,-34,2,1
COCCOC(=O)c1c(C)oc2ccc(NS(=O)(=O)c3ccc(F)cc3)cc12,-4,-6,2,1.1
CCN(CCCNC(=O)CCNC(=O)Cn1cnc2ccccc2c1=O)c1ccccc1,?,?,10,1
Cc1ccc(CN2C(=O)CCC2C(=O)NCCCN2CCOCC2)cc1 (stereo not drawn),-4,13,8,0.91
Cc1cccc(-n2c(CNC(=O)c3ccc(S(=O)(=O)N4CCCC4)cc3)n[nH]c2=S)c1,-2,-6,3,1.1
CCn1cc(C(=O)Nn2cnnc2)c(=O)c2ccc(C)nc21,8,9,9,0.96
O=C(CSc1n[nH]c(-c2ccco2)n1)Nc1sc2c(c1C(=O)Nc1ccccc1)CCCC2,12,-38,1,0.99
CC(C)N(Cc1nc(-c2ccccc2)no1)S(=O)(=O)c1ccccc1,-4,2,16,1
Cc1noc(C)c1S(=O)(=O)N1CCC(C(=O)NCCC2=CCCCC2)CC1,-2,11,10,0.97
CCCCN(CC)S(=O)(=O)c1ccc(C(=O)Nc2nnc(-c3ccccc3Cl)o2)cc1,-3,-6,14,0.99
CCc1nnc(SCC(=O)N2CCCc3ccccc32)nc1CC,0,-1,6,0.98
CCOc1ccc2[nH]c(C)cc(=O)c2c1,-8,-13,2,0.95
COC(=O)c1c(C)[nH]c(C)c1-c1ccccc1,0,5,9,1.2
COc1ccc(OC)c(NC(=O)C2CCC(CNc3c(N4CCC(C)CC4)c(=O)c3=O)CC2)c1 (stereo not drawn),?,?,2,1.3
Cc1cc(C)cc(N(CC(=O)N2CCn3c2nc2ccccc23)S(=O)(=O)c2c(C)noc2C)c1,6,-5,9,1
CC(C)n1c(=S)[nH]c2c1c(=O)[nH]c(=O)n2C,-3,-11,nt,1.1
Cc1c(Br)c(C(F)(F)F)nn1CC(=O)NCCN1CCOCC1,2,-18,9,1
COc1ccc(N2Cc3cccc(C(=O)N4CCOCC4)c3C2=O)cc1,3,-18,7,1.1
O=C(NC1CCCC1)C(NS(=O)(=O)c1cccc2nsnc12)c1ccccc1 (stereo not drawn),-2,-11,12,1
CC(=O)c1c(C)[nH]c(C(=O)NCc2cccs2)c1C,3,-13,13,1.1
COc1cccc(C(=O)Nc2ccc(NC(=O)C(C)(C)C)cn2)c1,-2,-8,12,1.1
CCN(CCCNC(=O)Cn1ncc2c(=O)oc3ccccc3c21)c1cccc(C)c1,?,?,3,1.3
CCOC(=O)c1[nH]c(C)c(C)c1C,-2,-16,5,1.2
COc1ccc(OC)c(-c2cc(C(=O)Nc3cccc(Cl)c3)no2)c1,-2,6,6,0.83
Clc1ccccc1-c1nnc2sc(-c3ccncc3)nn12,1,-10,3,1.1
CCOC(=O)N1CCC(NC(=O)CC(NS(=O)(=O)c2ccc(Cl)cc2)c2ccco2)CC1 (stereo not drawn),-5,-8,8,1.1
COc1cc2c3c(c1)/C(=C1/SC(NC(C)=O)=NC1=O)C(=O)N3C(C)(C)C=C2C,7,-5,8,1
Cc1ccccc1N1C(N)=NC(N)=NC1(C)C,0,-14,11,0.99
COc1ccc(N(C(=O)C2CCCCC2)C2C=CS(=O)(=O)C2)c(OC)c1 (stereo not drawn),4,3,8,0.96
COc1ccc(C(=O)NC(=O)CSc2nnc(-c3ccco3)n2-c2ccccc2)cc1,1,-15,5,0.95
COCCNC(=O)CSc1nc2ccccc2c2nc(C)nn12,3,-6,5,0.94
N#Cc1nc(-c2cccs2)oc1NCc1ccc(Cl)cc1,-8,10,10,1.2
Cn1c(=O)c2cc(S(=O)(=O)NCCC(=O)NC3CCCCCCC3)ccc2n(C)c1=O,-6,19,13,1.1
O=C(Cn1c(=O)n(-c2ccccc2)c(=O)c2sccc21)N1CCCC1,-5,12,16,1.1
Cc1ccccc1-n1nc(C)c2cc(C(=O)NCc3cccnc3)sc21,-12,2,3,1
COc1cc(C2C(C#N)=C(N)OC3=C2C(=O)CC(C)(C)C3)ccc1OC(=O)N1CCOCC1 (stereo not drawn),?,?,6,1.1
COC(=O)C1=C(C)NC(=O)C1(Nc1ccc(Cl)cn1)C(F)(F)F (stereo not drawn),-2,-14,5,1
CC1CC(=O)N(CC(=O)N2CCCC2)c2ccccc2S1 (stereo not drawn),5,-3,3,1
O=C(c1cnn2c(C(F)F)cc(C3CC3)nc12)N1CCOCC1,-2,-9,4,1.1
CC1CCCC(C)N1CCNC(=O)CCn1nc(-c2ccccc2)ccc1=O (stereo not drawn),1,-8,14,1.1
Cc1ccc(Cn2c(CN3CC(C)OC(C)C3)nc3c2c(=O)[nH]c(=O)n3C)cc1 (stereo not drawn),3,-6,10,1.1
Cc1ccc(N2CC(C(=O)N3CCN(C(=O)c4ccco4)CC3)CC2=O)cc1 (stereo not drawn),2,-12,6,1.1
CC1CCCCC1NC(=O)CN1CCN(Cc2ccccc2Cl)C1=O (stereo not drawn),-4,-16,3,1.1
CCOc1ccccc1NC(=O)CN(c1ccc(C)cc1)S(=O)(=O)c1c(C)noc1C,4,-9,5,1
CC1CCN(CCNC(=O)c2ccc3c(=O)n(CCc4ccccc4)c(=O)[nH]c3c2)CC1,3,11,5,0.93
COc1ccc(C)cc1Nc1cc(C)nc2ncnn12,?,?,7,1.2
CC1(C)CC(=O)C2=C(C1)OC(N)=C(C#N)C2C1CC=CCC1 (stereo not drawn),-3,-10,4,0.97

# Remaining list, next part
SMILES,VLA-4 allo ag,VLA-4 antagonist,LNCaP diff act,Jurkat autofluor
O=C(Cn1c(=O)sc2ccccc21)NCCOc1ccccc1F,-2,-6,4,1
CCOC(=O)N1CCN(c2nc(-c3ccc(OC)cc3)no2)CC1,-1,2,6,1
COc1ccc(C)cc1NC(=O)CSc1nnc(-c2ccc(C)cc2)o1,?,?,6,1.6
O=C1c2ccccc2C(O)N1c1cccnc1 (stereo not drawn),-1,-8,8,1
O=C(OCc1nnc(-c2ccccc2)o1)C1=COCCO1,6,-16,0,1.1
Cc1ccc(S(=O)(=O)NCc2ccc(C(=O)N(C)CCC#N)cc2)cc1,7,-5,20,0.97
COc1ccccc1-n1c(C)nnc1SCC(=O)Nc1cccc(C(C)=O)c1,0,-20,5,0.97
Cc1ccc2nc(NC(=O)C3CCN(S(=O)(=O)c4ccc5c(c4)oc(=O)n5C)CC3)sc2c1,-2,-15,5,1.1
CCOC(=O)N1CCN(Cc2nc3c(c(=O)[nH]c(=O)n3C)n2Cc2cc(C)ccc2C)CC1,-4,2,14,1.1
COc1ccc(CC(=O)Nc2cc(Cl)ccc2O)cc1,-12,20,14,1.9
CC(NC(=O)Cc1cccs1)C(c1cccs1)N1CCN(c2ccccc2)CC1 (stereo not drawn),-4,17,3,1.1
Cc1c(Cl)cccc1NC(=O)CCN1CCCCCC1,4,-10,5,1
COc1ccc(C2C3=C(CCCC3=O)Nc3nc(SCc4ccccc4)nn32)cc1OC (stereo not drawn),-2,-2,5,1
O=C1OC(N2CCN(c3ccccn3)CC2)c2ccccc21 (stereo not drawn),1,-10,8,0.97
COc1ccccc1NC(=O)c1nc[nH]c1C(=O)Nc1ccccc1OC,14,-7,35*,0.98

# Screening data deposited in PubChem BioAssay by NMMLSC.

# An excerpt. The share of hits here may be higher or lower than overall.
